Bioassay records (PubChem)
SRC2 inh = inhibits human steroid receptor coactivator 2 | inhibition, % at 9 µM | HEK293 GAL4-SRC2 luciferase reporter, luminescence | Q15596 | 370,000 tested, 0.17% active;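 active = inhibition above the mean inhibition of all tested compounds plus 3 SD, set per campaign, cut at about 52% in these data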;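 note: 0% = DMSO treated cells and 100% = cells given Gossypol at 36 µM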
NR5A2 inv ag = inverse agonists of human LRH-1 (NR5A2); O00482; HEK293T StAR-luciferase reporter, LRH-1 transfected, 24 h; inhibition, % at 3.6 µM; 360,000 tested, 0.13% active;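 active = inhibition above the mean inhibition of all tested compounds plus 3 SD, cut at about 73% in these data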;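 note: 0% = DMSO wells and 100% = reporter-only cells lacking LRH-1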
KKLEB cytotox = reduces viability of KKLEB cystic fibrosis airway cells; KKLEB CF airway cells viability, ATPlite luminescence, overnight; stronger effect = lower value; cells stimulated with P. aeruginosa culture filtrate; activity change (cytotoxicity), % at 5 µM; 360,000 tested, 0.36% active; AID 602141;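 active = corrected activity change at or below -50% at 5 µM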
CF NFkB block = cystic fibrosis NF-kB activation inhibition. KKLEB NF-kB-GFP reporter, PAF-induced, GFP fluorescence overnight. inhibition, % at 5 µM. 360,000 tested, 0.86% active. AID 588850;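 active = at least 50% inhibition at 5 µM, scaled per plate between neutral and stimulator controls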;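 note: PAF is a Pseudomonas aeruginosa culture filtrate used as stimulus; plate controls were PAF-stimulated DMSO wells for no effect and unstimulated DMSO wells for full effect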
SRC3 inh = human NCOA3 inhibition; Q9Y6Q9; HEK293 GAL4-SRC3 luciferase reporter, luminescence; inhibition, % at 3.6 µM; 360,000 tested, 0.17% active;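 active = inhibition above a per-campaign cutoff, the mean of all compounds plus 3 SD, cut at about 60% in these data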;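 note: 0% = DMSO-treated cells and 100% = gossypol-treated cells at 36 µM; higher means less SRC3-driven luciferase light from the GAL4 reporter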
NR2F2 inh = blocks human COUP-TFII nuclear receptor. P24468. HEK293T NGFI-A luciferase reporter, luminescence. inhibition, % at 8.6 µM. 370,000 tested, 0.7% active;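 active = inhibition above a per-plate cutoff, mean inhibition of test wells between control levels plus 3 SD, cut at about 38% in these data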;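 note: cells cotransfected with COUP-TFII expression vector driving the NGFI-A reporter; 0% = median of COUP-TF2 test wells and 100% = reporter-only cells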
TROY signal inh = blocks TROY-dependent signaling in reporter cells; Q293 LMP1-TROYcd NF-kB luciferase reporter, 4 h; inhibition, % at 10 µM; 360,000 tested, 0.98% active; AID 1347056;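 active = compounds whose plate-normalised and pattern-corrected inhibition of the luciferase reporter signal at the single screening dose is 50% or more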
EBV LMP1 NFkB = Epstein-Barr LMP1 NF-kappaB reporter inhibition | LMP1-induced NF-kappaB luciferase reporter cells, luminescence | inhibition, % at 12.5 µM | 350,000 tested, 0.69% active | AID 504558; in the data active = inhibition above about 41%;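 note: 0% = neutral control wells and 100% = reference inhibitor control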
TRAIL sens C8 = caspase-8 TRAIL sensitization; 360,000 tested, 1% active; AID 624354; NB7+C8 cells + TRAIL, ATPlite viability luminescence; inhibition (viability loss, TRAIL sensitization), % at 10 µM;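 active = compounds causing at least 50% loss of cell viability in the single-dose screen, relative to plate controls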
TWEAK Fn14 block = blocks TWEAK-Fn14 interaction in a reporter cell assay | inhibition, % at 10 µM | TWEAK-stimulated Fn14 reporter cells, luciferase luminescence, 8 h | 360,000 tested, 2% active; in the data active = inhibition above about 50%
NCOA1 inh = human NCOA1 inhibition. inhibition, % at 3.6 µM. AID 588354. HEK293 GAL4-SRC1 luciferase reporter, luminescence. Q15788. 360,000 tested, 0.12% active;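 active = inhibition above the campaign mean plus 3 SD, with each screening campaign given its own cutoff, cut at about 60% in these data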;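 note: 0% = DMSO treated cells and 100% = gossypol at 36 µM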
Target sequence (Q15788 whole entry, looked up, the tested form may be a part): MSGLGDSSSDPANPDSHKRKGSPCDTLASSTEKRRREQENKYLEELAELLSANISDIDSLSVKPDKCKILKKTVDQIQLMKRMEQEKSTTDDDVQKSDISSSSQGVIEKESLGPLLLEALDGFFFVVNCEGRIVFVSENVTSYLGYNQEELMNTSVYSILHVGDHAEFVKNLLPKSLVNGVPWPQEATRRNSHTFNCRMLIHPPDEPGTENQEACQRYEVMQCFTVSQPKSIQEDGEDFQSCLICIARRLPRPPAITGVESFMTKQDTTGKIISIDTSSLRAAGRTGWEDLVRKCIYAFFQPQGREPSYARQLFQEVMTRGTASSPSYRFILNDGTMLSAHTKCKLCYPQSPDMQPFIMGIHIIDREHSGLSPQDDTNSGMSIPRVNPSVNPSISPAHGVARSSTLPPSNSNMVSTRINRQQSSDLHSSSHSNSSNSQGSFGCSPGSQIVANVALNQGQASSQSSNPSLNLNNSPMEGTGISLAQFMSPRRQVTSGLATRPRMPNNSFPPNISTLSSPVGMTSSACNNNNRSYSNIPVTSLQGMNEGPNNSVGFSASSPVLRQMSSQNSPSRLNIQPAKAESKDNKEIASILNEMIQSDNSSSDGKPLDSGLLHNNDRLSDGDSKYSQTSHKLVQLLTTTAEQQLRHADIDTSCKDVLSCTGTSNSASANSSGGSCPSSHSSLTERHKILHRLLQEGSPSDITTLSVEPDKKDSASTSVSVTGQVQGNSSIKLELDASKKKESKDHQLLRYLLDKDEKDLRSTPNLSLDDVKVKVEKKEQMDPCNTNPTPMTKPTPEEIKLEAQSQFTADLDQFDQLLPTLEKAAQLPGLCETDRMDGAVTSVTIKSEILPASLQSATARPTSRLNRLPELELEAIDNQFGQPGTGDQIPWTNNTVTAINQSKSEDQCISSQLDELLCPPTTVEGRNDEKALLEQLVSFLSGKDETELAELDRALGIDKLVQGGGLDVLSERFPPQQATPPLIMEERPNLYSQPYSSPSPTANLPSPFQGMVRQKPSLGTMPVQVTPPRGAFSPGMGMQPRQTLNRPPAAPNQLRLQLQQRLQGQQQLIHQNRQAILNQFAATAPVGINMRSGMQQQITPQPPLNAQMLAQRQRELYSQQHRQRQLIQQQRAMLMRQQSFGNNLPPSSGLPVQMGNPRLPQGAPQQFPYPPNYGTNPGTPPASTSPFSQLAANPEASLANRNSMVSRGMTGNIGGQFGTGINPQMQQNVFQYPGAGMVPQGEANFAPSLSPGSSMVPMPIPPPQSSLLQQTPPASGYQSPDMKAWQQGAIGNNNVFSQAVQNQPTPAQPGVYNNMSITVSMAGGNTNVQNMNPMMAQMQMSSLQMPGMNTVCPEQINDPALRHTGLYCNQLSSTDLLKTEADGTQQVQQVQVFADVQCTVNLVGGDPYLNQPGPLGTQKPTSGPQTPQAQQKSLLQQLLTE
An asterisk follows results filed as active; / = no result given.

No.	mol	SRC2 inh	NR5A2 inv ag	KKLEB cytotox	CF NFkB block	SRC3 inh	NR2F2 inh	TROY signal inh	EBV LMP1 NFkB	TRAIL sens C8	TWEAK Fn14 block	NCOA1 inh
1	CCOc1cccc(CNCc2ccc(C(=O)O)cc2)c1	-6	-5	-2	15	16	-2	-12	-6	-2	5	-4
2	Cc1ccc(NC(=O)CCC(=O)OCc2ccc(Br)cc2)cc1	2	11	12	-4	9	0	22	-8	-8	-12	4
3	CN(C)S(=O)(=O)c1ccc(C(=O)NNC(=O)C2COc3ccccc3O2)cc1 (stereo not drawn)	4	10	11	3	2	-6	10	3	-10	9	6
4	COc1cc(SC)ccc1C(=O)Nc1c(Cl)cncc1Cl	-24	-1	-2	18	11	5	6	3	3	14	-4
5	CC(C)(C)N(Cc1ccccc1)C(=O)COC(=O)c1ccc(N2CCCC2=O)cc1	0	-29	7	10	-15	19	5	-3	-11	-2	-4
6	Cc1c(CCC(=O)O)c(=O)oc2c(C)c(OCc3ccccc3Cl)ccc12	20	16	-3	33	4	-12	28	-5	5	56*	-9
7	Cc1ccc(S(=O)(=O)/N=C2/NC(=O)/C(=C\c3ccco3)S2)cc1	-3	2	-1	7	16	-3	6	3	-3	10	-18
8	c1ccc(-c2ccccc2OCCCCN2CCCCCC2)cc1	0	18	-3	10	13	-6	-8	-8	4	-21	-1
9	CCN(CC)C(=O)N1c2ccccc2C=Cc2ccccc21	28	-46	-4	-4	5	-21	15	18	21	-36	-28
10	O=C1OC(Nc2ccc(F)cc2F)c2ccccc21 (stereo not drawn)	1	13	1	-7	9	8	-1	-1	-8	14	9

Reprinted at random: 4 records from the list
No.	mol	SRC2 inh	NR5A2 inv ag	KKLEB cytotox	CF NFkB block	SRC3 inh	NR2F2 inh	TROY signal inh	EBV LMP1 NFkB	TRAIL sens C8	TWEAK Fn14 block	NCOA1 inh
7	Cc1ccc(S(=O)(=O)/N=C2/NC(=O)/C(=C\c3ccco3)S2)cc1	-3	2	-1	7	16	-3	6	3	-3	10	-18
6	Cc1c(CCC(=O)O)c(=O)oc2c(C)c(OCc3ccccc3Cl)ccc12	20	16	-3	33	4	-12	28	-5	5	56*	-9
3	CN(C)S(=O)(=O)c1ccc(C(=O)NNC(=O)C2COc3ccccc3O2)cc1 (stereo not drawn)	4	10	11	3	2	-6	10	3	-10	9	6
2	Cc1ccc(NC(=O)CCC(=O)OCc2ccc(Br)cc2)cc1	2	11	12	-4	9	0	22	-8	-8	-12	4

Next part:
No.	mol	SRC2 inh	NR5A2 inv ag	KKLEB cytotox	CF NFkB block	SRC3 inh	NR2F2 inh	TROY signal inh	EBV LMP1 NFkB	TRAIL sens C8	TWEAK Fn14 block	NCOA1 inh
11	CCOC(=O)c1ccc(CSc2n[nH]c(C)n2)o1	-17	1	3	-8	-15	-17	1	-3	-9	2	-10
12	CCOC(=O)CCn1c(=O)c2c(nc(Br)n2Cc2ccccc2)n(C)c1=O	-44	-6	-3	12	2	-8	2	5	-7	12	-33
13	C/C(CC(=O)NC1CCCCC1)=N\NC(=O)Cc1ccc(-c2ccccc2)cc1	11	9	-5	10	-5	-4	17	2	3	0	-14
14	CCN(CC)S(=O)(=O)c1ccc(N2CCN(C)CC2)c(NC(=O)CN2C(=O)NC3(CCCCC3)C2=O)c1	-37	16	14	0	10	4	-14	0	7	-5	-31
15	CS(=O)(=O)Nc1ccc(S(=O)(=O)NCCc2ccccc2)cc1	0	-9	-9	-9	12	0	-1	8	0	3	-44
16	Cc1[nH]c2ccccc2c1/C=C(\C#N)C(=O)NCc1ccccc1	11	11	6	-34	20	16	-18	-10	-8	16	2
17	Cc1c(Cl)cccc1NC(=S)NC1CC1	-14	3	2	-22	-1	4	1	1	-9	-8	-8
18	c1ccc(-c2nc(N3CCOCC3)cc(N3CCOCC3)n2)cc1	-8	4	-8	-5	16	2	5	-8	4	-4	6
19	O=C(Cc1cnc2ncnn2c1)N1CCc2c([nH]c3ccccc23)C1c1ccccn1 (stereo not drawn)	2	1	0	1	-1	-15	-23	16	3	-3	16
20	O=C(NNS(=O)(=O)c1ccccc1C(F)(F)F)c1cccc(S(=O)(=O)Nc2ccccc2Cl)c1	5	9	8	2	-2	-2	7	3	0	-6	-15

An excerpt of these results, with each value named:
20) O=C(NNS(=O)(=O)c1ccccc1C(F)(F)F)c1cccc(S(=O)(=O)Nc2ccccc2Cl)c1
  SRC2 inh: 5	NR5A2 inv ag: 9	KKLEB cytotox: 8	CF NFkB block: 2	SRC3 inh: -2	NR2F2 inh: -2	TROY signal inh: 7	EBV LMP1 NFkB: 3	TRAIL sens C8: 0	TWEAK Fn14 block: -6	NCOA1 inh: -15
4) COc1cc(SC)ccc1C(=O)Nc1c(Cl)cncc1Cl
  SRC2 inh: -24	NR5A2 inv ag: -1	KKLEB cytotox: -2	CF NFkB block: 18	SRC3 inh: 11	NR2F2 inh: 5	TROY signal inh: 6	EBV LMP1 NFkB: 3	TRAIL sens C8: 3	TWEAK Fn14 block: 14	NCOA1 inh: -4
17) Cc1c(Cl)cccc1NC(=S)NC1CC1
  SRC2 inh: -14	NR5A2 inv ag: 3	KKLEB cytotox: 2	CF NFkB block: -22	SRC3 inh: -1	NR2F2 inh: 4	TROY signal inh: 1	EBV LMP1 NFkB: 1	TRAIL sens C8: -9	TWEAK Fn14 block: -8	NCOA1 inh: -8
12) CCOC(=O)CCn1c(=O)c2c(nc(Br)n2Cc2ccccc2)n(C)c1=O
  SRC2 inh: -44	NR5A2 inv ag: -6	KKLEB cytotox: -3	CF NFkB block: 12	SRC3 inh: 2	NR2F2 inh: -8	TROY signal inh: 2	EBV LMP1 NFkB: 5	TRAIL sens C8: -7	TWEAK Fn14 block: 12	NCOA1 inh: -33

(cont.)
No.	mol	SRC2 inh	NR5A2 inv ag	KKLEB cytotox	CF NFkB block	SRC3 inh	NR2F2 inh	TROY signal inh	EBV LMP1 NFkB	TRAIL sens C8	TWEAK Fn14 block	NCOA1 inh
21	CCC(=O)Nc1c(-c2ccc3ccccc3c2)nc2ccccn12	-29	-58	-1	4	-40	14	-57	-3	16	4	-41
22	Cc1c(Cc2ccccc2)[n+](=O)c2ccccc2n1[O-]	-29	-7	4	-2	5	-2	-4	0	-10	-3	-4
23	COc1ccc(NC(=O)c2ccc3c(SCC(=O)O)c4c(nc3c2)CCCC4)c(OC)c1	10	14	-1	-1	-2	-5	11	-5	-3	-5	-11
24	NC(=O)c1ccc(NC(=O)COC(=O)CCCc2c[nH]c3ccccc23)cc1	-4	-12	-8	7	12	0	15	-5	-2	1	-24
25	CCOC(=O)C(C(=O)OCC)C(=O)c1cc(OC)c(OC)c(OC)c1	-15	-2	6	-23	6	-2	18	-2	24	-16	-21
26	Cc1onc(-c2ccccc2)c1C(O)c1ccc(F)cc1 (stereo not drawn)	-9	10	3	-2	-2	5	3	0	-14	7	-11
27	O=c1[nH]cnc2c1ncn2[C@@H]1O[C@H](CO)[C@@H](O)[C@H]1O	-5	11	0	10	2	-6	5	80*	-16	-22	-17
28	Oc1cccc(/C=N/Nc2ncnc3c2ncn3Cc2ccccc2)c1	-45	-2	-2	2	-12	-24	-39	2	-8	-31	-20
29	CCOC(=O)C1C(c2ccc(O)c(OC)c2)NC(=S)NC1(O)C(F)(F)F (stereo not drawn)	9	-13	5	16	4	-9	0	9	1	19	-11
30	COc1ccc(-c2nc(CN(Cc3cnn(C)c3)C(C)C)c(C)o2)c(OC)c1	3	4	-6	-8	7	5	-6	7	-6	-10	-20
31	CC(=O)Nc1ccc2oc(-c3cc(F)c(F)cc3Cl)nc2c1	-76	-83	2	-45	-108	-69	-28	-9	44	10	-107
32	CC(Nc1nc(=S)nc(Nc2ccc(F)cc2)[nH]1)c1ccccc1 (stereo not drawn)	5	10	7	-22	-17	-5	2	-101	-10	21	-25
33	Cc1nn(C)c2c1NC(=O)CS2	20	4	10	-28	2	-4	-12	7	-5	-25	3
34	COc1ccc(C(=O)C2CCCCC2=O)cc1 (stereo not drawn)	9	5	5	10	-3	3	-1	0	2	-21	-14
35	CN(CCNC(=O)c1ccc(N2CCCC2=O)cc1)CCc1ccccc1	-32	-17	-8	3	11	1	-4	-8	7	-4	3
36	COc1ccc(OC)c(NC(=O)CC2SC(=N)N(c3ccccc3)C2=O)c1 (stereo not drawn)	-3	0	1	-1	11	1	-7	0	-2	15	-4
37	Cc1ccc(NC(=O)CCNS(=O)(=O)c2cccc3nsnc23)cc1	-13	11	1	-6	10	2	1	3	3	1	-6
38	Cc1nn(Cc2ccc(Cl)cc2)c(C)c1NC(=O)C(c1ccccc1)c1ccccc1	-2	-5	12	-23	7	2	-8	1	1	18	8
39	O=C(CN1C(=O)CSc2ccc(S(=O)(=O)N3CCCCCC3)cc21)NCCc1ccccc1	-48	-6	-9	-11	-14	2	-5	5	3	6	-6
40	COc1cccc(OCc2cc(C(=O)N3CCN(c4ccccc4O)CC3)no2)c1	-34	-77	-4	0	-89	-33	-24	-37	-17	-13	-55
41	Cc1nc(N/N=C/c2cccnc2)cc(N2CCOCC2)n1	10	7	-14	24	-25	-10	-6	0	-13	11	-5
42	COc1ccc2c(c1)C(c1ccc(N3CCOCC3)cc1)=NNC(c1cccnc1)=N2	26	1	8	-8	3	-6	11	-3	-8	5	8
43	CC1(C(=O)Nc2ccccc2F)CCN1C(=O)Cc1cc(F)ccc1F (stereo not drawn)	10	-13	9	-10	10	5	-10	/	-6	-15	7
44	O=C(NCc1ccc(Cl)cc1)C(=O)NCC1OCCN1S(=O)(=O)c1cc(F)ccc1F (stereo not drawn)	15	9	-3	15	-12	5	2	1	0	-14	-16
45	CCOC(=O)c1nn(-c2ccc3c(c2)OCO3)cc1O	-39	-73	10	5	-55	-16	-6	-6	5	-16	-66
46	CC(C)(C)C(=O)Nc1ccnn1C1CCN(C(=O)c2cccc(Cl)c2)CC1	-11	8	5	-13	28	-3	11	4	4	20	-11
